Assay outcomes deposited in PubChem by The Scripps Research Institute Molecular Screening Center.
hcDAF12 agonist: H. contortus DAF-12 nuclear receptor activators, primary screen, cell-based, luminescence, HEK293, lit1-tk-luc reporter | HEK293 hcDAF-12 lit1-tk-luc reporter; 0% DMSO, 100% Δ7-dafachronic acid | activation, % at 6.8 µM | 370,000 compounds, 1.4% hits | AID 652067, 2013;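 active = activation above the mean of all tested compounds plus 3 SD, cut at about 5.5% in these data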;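 note: 100% = response to 3 µM Δ7-dafachronic acid high control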
hgDAF-12 ag: H. glycines DAF-12 receptor agonists, primary screen, cell-based, luminescence, HEK293, GAL4 fusion, UAS-luciferase; Nuclear hormone receptor DAF-12 (Heterodera glycines), GAL4 fusion; HEK293 GAL4-hgDAF12 UAS-luciferase reporter, agonist luminescence; normalized to butyrate control; activation, % at 6.8 µM; 370,000 compounds, 1.8% hits;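 active = activation above a cutoff set at the mean of all screened compounds plus 3 SD, cut at about 10% in these data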;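 note: 0% = DMSO wells and 100% = sodium butyrate wells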
PLC-beta3 inh: human PLC-beta3 inhibitors, primary screen, biochemical, fluorescence; AID 720704, 2013; Purified PLC-beta3, fluorogenic substrate; 1-phosphatidylinositol 4,5-bisphosphate phosphodiesterase beta-3 (Homo sapiens), Q01970; 370,000 compounds, 0.18% hits; inhibition, % at 12.2 µM; in the data active = inhibition above about 11%;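 note: 0% = median of compound wells on plate and 100% = full blocker control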
Target sequence (Q01970 whole entry, looked up): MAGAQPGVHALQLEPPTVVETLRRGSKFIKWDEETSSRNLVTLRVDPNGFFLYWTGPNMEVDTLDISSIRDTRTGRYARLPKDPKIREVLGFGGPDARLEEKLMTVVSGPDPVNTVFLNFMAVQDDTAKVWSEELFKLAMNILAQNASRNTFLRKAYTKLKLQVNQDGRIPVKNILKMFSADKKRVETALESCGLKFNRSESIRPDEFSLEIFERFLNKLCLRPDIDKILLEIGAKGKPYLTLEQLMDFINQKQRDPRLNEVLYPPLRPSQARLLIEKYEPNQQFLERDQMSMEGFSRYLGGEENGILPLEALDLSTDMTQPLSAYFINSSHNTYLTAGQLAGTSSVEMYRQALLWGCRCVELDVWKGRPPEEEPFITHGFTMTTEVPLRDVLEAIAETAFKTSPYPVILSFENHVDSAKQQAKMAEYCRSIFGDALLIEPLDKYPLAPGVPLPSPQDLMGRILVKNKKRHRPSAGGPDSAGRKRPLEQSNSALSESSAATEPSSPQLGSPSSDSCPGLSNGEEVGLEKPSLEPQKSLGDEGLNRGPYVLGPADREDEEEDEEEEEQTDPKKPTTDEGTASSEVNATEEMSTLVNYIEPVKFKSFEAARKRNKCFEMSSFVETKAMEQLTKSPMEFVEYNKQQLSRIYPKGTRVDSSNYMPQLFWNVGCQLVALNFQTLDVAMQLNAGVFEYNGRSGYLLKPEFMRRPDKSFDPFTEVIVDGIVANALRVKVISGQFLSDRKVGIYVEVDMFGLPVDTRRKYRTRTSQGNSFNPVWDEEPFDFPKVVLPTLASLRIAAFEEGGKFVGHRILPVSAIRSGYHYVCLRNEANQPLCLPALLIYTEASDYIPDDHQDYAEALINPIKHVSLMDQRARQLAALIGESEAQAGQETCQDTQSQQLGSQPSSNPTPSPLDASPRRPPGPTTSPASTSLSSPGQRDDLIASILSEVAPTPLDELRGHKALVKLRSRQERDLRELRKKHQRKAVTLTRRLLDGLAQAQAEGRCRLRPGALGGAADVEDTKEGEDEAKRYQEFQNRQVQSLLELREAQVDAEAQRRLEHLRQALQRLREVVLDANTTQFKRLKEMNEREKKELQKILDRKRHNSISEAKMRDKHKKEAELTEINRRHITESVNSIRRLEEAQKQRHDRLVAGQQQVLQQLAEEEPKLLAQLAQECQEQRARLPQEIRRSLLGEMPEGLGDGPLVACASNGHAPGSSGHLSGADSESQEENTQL
PLCg1 inh: PLC-gamma1 enzyme inhibitors, primary screen, biochemical, fluorescence, purified enzyme. 370,000 compounds, 0.84% hits. inhibition, % at 12.2 µM. AID 720700, 2013. 1-phosphatidylinositol 4,5-bisphosphate phosphodiesterase gamma-1 (Homo sapiens), P19174. fluorogenic substrate; in the data active = inhibition above about 9.5%
ssDAF-12 act: S. stercoralis DAF-12 nuclear receptor activators, primary screen, cell-based, luminescence, HEK293, GRIP1 co-expression, lit1-tk-luc. Nuclear hormone receptor DAF-12 (Strongyloides stercoralis). HEK293 ssDAF-12/GRIP1 lit1-tk-luc reporter; % of 3 µM dafachronic acid response. activation, % at 6.8 µM. 370,000 compounds, 1% hits. AID 652126, 2013;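 active = activation above the mean over all tested compounds plus 3 SD, cut at about 0.9% in these data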;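 note: 0% = DMSO-only wells and 100% = 3 µM delta7-dafachronic acid wells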
DAX1 inh-1: DAX1 (NR0B1) inhibitors on StAR promoter, primary screen, cell-based, luminescence, SF-1 (NR5A1), full-length DAX-1 | HEK293T StAR-luciferase reporter, SF-1/DAX-1 repression relief | inhibition, % at 6.8 µM | 370,000 compounds, 1.1% hits | AID 652010, 2013;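 active = inhibition above the mean over all tested compounds plus 3 SD, cut at about 3.6% in these data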;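 note: 0% = DAX-1 cells with DMSO and 100% = cells lacking DAX-1 with DMSO; higher inhibition means more luminescence from relief of DAX-1 repression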
ADAM17 inh: ADAM17 inhibitors, primary screen, biochemical, QFRET | Disintegrin and metalloproteinase domain-containing protein 17 (Homo sapiens), P78536 | recombinant ADAM17, EDANS/DABCYL FRET peptide cleavage | inhibition, % at 6.95 µM | 370,000 compounds, 0.83% hits | AID 720648, 2013;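 active = inhibition above the mean of compounds lying between control limits plus 3 SD, set per campaign, cut at about 8.5% in these data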;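 note: 0% = DMSO-only wells as the low control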
HGIII-sPLA2 inh: human group III sPLA2 inhibitors, primary screen, biochemical, QFRET, BODIPY PC-A2 liposome substrate. inhibition, % at 12.2 µM. QFRET BODIPY PC-A2 liposome hydrolysis, fluorescence. 370,000 compounds, 0.56% hits. Group 3 secretory phospholipase A2 (Homo sapiens), Q9NZ20. AID 743126, 2013;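 active = inhibition above mean plus 3 SD of compounds lying within the high and low control bounds, cut at about 19% in these data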;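 note: 0% = median of test compound wells and 100% = no enzyme DMSO wells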
ADAM10 inh: human ADAM10 inhibitors, primary screen, biochemical, QFRET, HTS; 370,000 compounds, 0.62% hits; inhibition, % at 7 µM; recombinant ADAM10, EDANS/DABCYL FRET peptide cleavage, 3 h; Disintegrin and metalloproteinase domain-containing protein 10 (Homo sapiens), O14672; AID 720582, 2013;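 active = inhibition above a per-campaign cutoff equal to the mean of compounds falling between control-based bounds plus 3 SD, cut at about 20% in these data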;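 note: 0% = DMSO wells while the 100% control is not disclosed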
FXN GAA850 act: FXN promoter activators, primary screen, cell-based, luciferase luminescence, HEK293 lucGAA850; HEK293 lucGAA850 FXN promoter luciferase reporter, 24 h; percent of 10 µM SAHA response; 360,000 compounds, 0.56% hits; activation, % at 6 µM;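 active = activation above the average of all compounds screened plus 3 SD, cutoff fixed separately per campaign, cut at about 7.5% in these data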;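 note: 0% = DMSO wells and 100% = 10 µM SAHA wells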
DAX1 inh-2: DAX1 (NR0B1) inhibitors, primary screen, cell-based, HEK293, Gal4-DAX1, luciferase luminescence. Nuclear receptor subfamily 0 group B member 1 (Homo sapiens), P51843. HEK293 Gal4-DAX1 luciferase reporter. inhibition, % at 6.75 µM. 340,000 compounds, 0.99% hits. AID 504766, 2011;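 active = inhibition above the mean over all tested compounds plus 3 SD, cut at about 4.2% in these data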;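 note: 0% = DAX1-transfected cells with DMSO and 100% = empty-vector control cells with DMSO; inhibition shows as a rise in luminescence from relieved DAX1 repression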
The depositor's hits bear a star; i = inactive; . = no result given.

SMILES	hcDAF12 agonist	hgDAF-12 ag	PLC-beta3 inh	PLCg1 inh	ssDAF-12 act	DAX1 inh-1	ADAM17 inh	HGIII-sPLA2 inh	ADAM10 inh	FXN GAA850 act	DAX1 inh-2
Cc1cccc(C)c1NC(=O)C(c1ccc(Cl)cc1Cl)N1CCCCC1 (centres undefined)	-0.8	2.0	1	3	-1.1	-0.6	-4	17	-4	0.7	-0.5
O=C(Nc1ccc2c(c1)OCCO2)C(c1ccnc2ccccc12)N1CCN(c2ccc(F)cc2)CC1 (centres undefined)	-0.4	4.2	-5	-2	-2.0	-2.4	5	-4	12	.	.
CN(C(=O)C1CCN(S(=O)(=O)c2ccccc2[N+](=O)[O-])CC1)C1CCCCC1	-1.6	1.5	6	2	-0.8	0.3	3	-5	9	-0.2	-1.9
Cc1ccc(-c2nc3ncccn3c2Nc2ccccc2C)o1	-4.2	-1.8	i	-451	-1.5	0.5	1	-5	-3	1.0	-1.8
Cc1ccc2occ(C(c3nnnn3Cc3ccccc3)N3CCOCC3)c(=O)c2c1 (centres undefined)	-0.4	1.5	3	2	-1.2	-0.5	-1	-12	-7	-2.5	-0.8
Cc1ccc(Cn2ccc(C3CC3)n2)cc1	3.5	9.6	3	4	-0.9	1.6	0	-3	3	3.4	0.2
CN(C)/C=C/C(=O)c1cc(N2CCOCC2)ccc1[N+](=O)[O-]	0.0	-0.4	-44	-32	-1.6	-1.6	-2	2	-2	0.1	0.4
COc1ccc(C(=S)N2CCCCCC2)cc1	0.3	-1.4	2	9.9*	-0.7	0.3	-2	15	2	-1.1	0.7
C#CCOCCOCCOCCNc1nc(N2CCN(C(=O)[C@H](CO)n3cc([C@@H](N)C(C)C)nn3)CC2)nc(N2CCN(C(=O)[C@H](CCCCN)n3cc([C@@H](N)[C@H](C)CC)nn3)CC2)n1	-1.2	1.1	6	5	-1.1	0.4	0	5	3	-0.6	0.3
COc1ccc(N=CC2=C(O)c3ccccc3C2=O)c(OC)c1	12*	9.5	0	1	1.6*	2.3	-3	-4	0	-3.4	2.3
CCCCn1c(N)c(N(CCOC)C(=O)CSc2ccccc2C)c(=O)[nH]c1=O	-0.5	3.2	-1	-6	-0.2	0.0	1	-1	-3	-0.2	5.3*
CCOc1ccc(C(=O)OCC(=O)NC2CCCC2)cc1OCC	-0.7	-1.8	-4	0	-0.8	-0.6	-1	2	5	2.1	0.5
CCCCOc1nc2ccccc2nc1C(C#N)S(=O)(=O)c1ccccc1 (centres undefined)	2.9	-1.5	-57	-53	-0.4	-0.4	0	-5	5	1.2	0.7
COc1ccc(Nc2nnc(SCC(=O)NC3CCCC3)s2)cc1	0.8	4.1	-1	-3	-1.4	-0.7	-3	2	-9	0.0	1.6
COC(=O)Cc1[nH]nc2c1C(c1cc(OC)c(OC)c(OC)c1)C(C#N)=C(N)O2 (centres undefined)	0.0	-0.9	-6	2	-1.5	0.5	-1	-3	5	1.5	2.1
CCCCCCCCCCCCN1[C@@H](CC(C)=O)c2cc(F)ccc2S1(=O)=O	-0.7	-1.6	0	-2	-1.1	-0.4	0	2	5	-1.7	-0.6
O=C(CSc1nnc2ccc(-c3ccccn3)nn12)NCC1CCCO1 (centres undefined)	-1.4	-0.9	-62	-50	-1.0	0.7	-6	1	-8	1.1	0.3
COc1ccccc1NC(=O)CCN1C(=O)C2CC=CCC2C1=O (centres undefined)	-0.9	-0.4	-5	7	-0.8	-0.6	-5	8	4	-1.1	-0.1
N#Cc1c2c(c(NCc3ccco3)n3c1nc1ccccc13)CCC2	-0.9	-1.6	-229	-193	-0.2	0.2	-134	1	-377	-2.9	-1.2
Cc1ccc(OCC(=O)Nc2ccc(N3CCN(C(=O)c4ccco4)CC3)cc2)cc1C	-3.0	-3.8	-4	2	-2.1	-1.2	-2	-2	2	0.6	-1.5
Cc1csc(=O)n1CC(=O)OC(C)C(=O)Nc1ccc(F)c(F)c1F (centres undefined)	-1.1	1.1	-5	5	-1.1	1.6	-6	12	-1	0.8	2.6
CCOc1cc(-c2sc(Nc3cc(C)ccc3OC)n[n+]2-c2ccccc2)ccc1OC	0.1	-0.1	0	1	-0.8	-0.6	-1	5	5	-3.0	-1.1
CCCCn1c(-c2cccnc2)nc2cc3[nH]c(=O)c(C(C)C)nc3cc21	-0.5	-2.1	i	i	-1.3	0.2	-400	-16	i	0.3	-0.3
COc1ccc(CC(=O)OC2CCCN(C)C2)cc1 (centres undefined)	-2.4	0.7	4	3	-1.1	0.2	-4	1	4	2.1	4.1
CCCCCCNC(=O)c1cn(CC)c2cc(N3CCN(C)CC3)c(F)cc2c1=O	-0.3	-0.7	-21	-14	-1.4	-0.5	-40	-14	-101	-0.2	-1.2

Continued (6 carried over from the part before).
SMILES	hcDAF12 agonist	hgDAF-12 ag	PLC-beta3 inh	PLCg1 inh	ssDAF-12 act	DAX1 inh-1	ADAM17 inh	HGIII-sPLA2 inh	ADAM10 inh	FXN GAA850 act	DAX1 inh-2
Cc1ccc(OCC(=O)Nc2ccc(N3CCN(C(=O)c4ccco4)CC3)cc2)cc1C	-3.0	-3.8	-4	2	-2.1	-1.2	-2	-2	2	0.6	-1.5
Cc1csc(=O)n1CC(=O)OC(C)C(=O)Nc1ccc(F)c(F)c1F (centres undefined)	-1.1	1.1	-5	5	-1.1	1.6	-6	12	-1	0.8	2.6
CCOc1cc(-c2sc(Nc3cc(C)ccc3OC)n[n+]2-c2ccccc2)ccc1OC	0.1	-0.1	0	1	-0.8	-0.6	-1	5	5	-3.0	-1.1
CCCCn1c(-c2cccnc2)nc2cc3[nH]c(=O)c(C(C)C)nc3cc21	-0.5	-2.1	i	i	-1.3	0.2	-400	-16	i	0.3	-0.3
COc1ccc(CC(=O)OC2CCCN(C)C2)cc1 (centres undefined)	-2.4	0.7	4	3	-1.1	0.2	-4	1	4	2.1	4.1
CCCCCCNC(=O)c1cn(CC)c2cc(N3CCN(C)CC3)c(F)cc2c1=O	-0.3	-0.7	-21	-14	-1.4	-0.5	-40	-14	-101	-0.2	-1.2
COc1ccc(C(=O)/C=C2\Sc3ccccc3N2C)cc1	19*	28*	-65	-71	5.9*	5.7*	-10	8	-30	5.9	.
Cc1[nH]c2ccccc2c1C(c1ccccn1)N1CCC(C(N)=O)CC1 (centres undefined)	0.4	-3.1	-7	5	-0.9	-0.4	4	9	1	1.1	-0.7
C=CCc1c(C)nc(C)nc1N/N=C/c1ccc(F)cc1	-1.2	0.5	4	2	-1.5	-0.6	1	-2	8	-1.1	0.4
COc1ccc(OC)c(NS(=O)(=O)c2cc3c4c(c2)CCN4C(=O)CC3)c1	-0.7	-2.0	2	7	-0.8	0.1	-1	4	1	-0.7	2.4
Nc1c(Cl)c(Cl)nc(C(=O)OCC(=O)N2CCCC2=O)c1Cl	1.8	1.6	-14	-2	0.1	0.3	-5	3	-5	-2.8	0.6
O=C(N/N=C/c1ccc(-c2ccccc2)o1)c1ccccc1O	3.3	2.7	-41	-20	-1.3	0.3	-4	-2	-7	6.9	3.3
Cc1cc(Cl)ccc1OCC(=O)NC(=S)Nc1ccc(Cl)cn1	-1.8	2.2	-9	0	-1.2	-0.7	-2	6	-4	1.1	0.3
O=C(COc1ccccc1)NC1CCCc2ccccc21 (centres undefined)	-1.5	-0.9	4	9	-1.4	-0.6	1	-5	7	0.2	-1.6
O=c1c2c(-c3cccs3)csc2[nH]c(=S)n1-c1ccccc1	0.5	2.0	-2	-2	-0.3	0.3	-2	2	-1	2.0	1.0
CCOC(=O)C1(C)CCN1C(=O)c1ccc(SC(F)(F)F)cc1 (centres undefined)	-1.3	1.0	4	-1	-1.2	-1.6	2	-3	-2	0.2	.
C=CCNc1oc(-c2cccs2)nc1C#N	0.2	-1.8	i	i	-1.4	-0.1	i	3	i	6.0	-1.0
CC(=O)N1CCN(C(=O)CN2C(=O)NC(C)(c3ccc4ccccc4c3)C2=O)CC1 (centres undefined)	-0.4	2.0	-6	-1	-0.6	-0.3	-4	4	-12	-0.2	0.2
Cc1ccc(NCC(=O)N/N=C\c2ccc([N+](=O)[O-])o2)cc1	0.9	-2.5	3	2	-1.0	-2.2	0	-3	-4	-0.8	-2.8
COC(=O)c1ccc(/C=N/NC(=O)C2CC(=O)N(c3ccc(F)cc3)C2)cc1 (centres undefined)	-0.1	4.4	5	2	-1.5	-1.5	-2	-2	5	-1.3	-0.9
CC1=NN(/C(=N\c2nnc(C)s2)Nc2ccccc2)[C@H](c2cccc3ccccc23)S1	-1.6	-2.3	0	1	-0.7	-0.5	2	-18	2	-1.1	-1.3
Cc1cccc(NC(=O)Cc2nc(-c3c[nH]c(C(=O)N4CCCC4)c3)cs2)c1	-2.0	-4.0	-12	-6	-1.3	-1.9	-2	-26	-2	-4.8	-1.1
O=[N+]([O-])c1cccc(-c2ccn[nH]2)c1	-0.2	0.4	-2	3	-0.9	0.5	0	-4	2	0.4	-1.1
CCN1CCN(c2ccc(NC(=O)COc3ccc(Cl)cc3C)cc2)CC1	-1.6	2.6	0	-1	-0.8	-2.6	-1	-1	-3	-1.3	-0.6
COc1cc(NC(=O)CCc2nnc3ccc(N4CCCCC4)nn23)cc(OC)c1OC	-1.8	-0.9	-13	-2	-0.9	-0.8	-4	3	-5	-1.6	0.3
Cc1ncc(C[n+]2csc(C)c2C)c(N)n1	-2.4	0.1	1	-1	-1.0	-1.1	-7	8	-6	0.7	0.9
COc1ccccc1N(C)S(=O)(=O)c1ccc(C(=O)OCC(=O)N(C(C)C)C(C)C)cc1	-1.6	-1.9	2	2	-0.8	-0.4	0	5	6	1.7	-0.3
Cn1cnnc1SCC(=O)NNC(=O)COc1ccc(Br)cc1	1.0	0.1	1	1	-1.3	0.3	-5	-1	-11	2.0	-1.1
